Bioassay records: PubChem BioAssay, several laboratories
KOR beta-arrestin-1: KOR antagonists, beta-arrestin recruitment, cell-based, luminescence, uHTS (AID 1778); KOR beta-arrestin recruitment, luminescence, antagonist mode; higher % means a stronger effect; inhibition, % at 10 µM, or IC50 in µM where a hit was titrated; 290,000 tested, 0.091% active; in the data active = inhibition above about 50%; also: strong numbers were not always called active
Dengue-2 NS5 capping: flavivirus cap methylation enzyme inhibition – biochemical, confirmation dose response, primary screen (AID 588689); Dengue-2 NS5 methyltransferase capping enzyme assay, biochemical; higher % means a stronger effect; 340,000 tested, 0.3% active; inhibition, % at 25 µM; hits with a dose series show IC50 in µM; in the data active = a potency from the dose series; inconclusive = inhibition above about 29% without an active follow-up result
HIV fusion peptide: inhibitors of HIV fusion peptide binding, primary screen, biochemical, uHTS, fluorescence dequenching (AID 1986). cell-free peptide binding, fluorescence dequenching, 30 min; higher % means a stronger effect. inhibition, % at 20 µM; hits with a dose series show IC50 in µM. 290,000 tested, 0.3% active; in the data active = inhibition mostly above about 52%, no sharp cut-off; inactive = mostly below about 76%; also: some results filed as inactive read as strong as hits
GPR35 antagonists: inhibition of zaprinast-stimulated GPR35 beta-arrestin translocation – imaging, U2OS, beta-arrestin-GFP, zaprinast agonist, primary screen (AID 2058); U2OS GPR35 beta-arrestin-GFP translocation imaging, zaprinast antagonism; higher % means a stronger effect; inhibition, % at 10 µM, or IC50 in µM where a hit was titrated; 290,000 tested, 0.052% active;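 active = inhibition of at least 50% with at least 30 cells and total cytoplasm GFP at most 10,000,000; inconclusive = under 30 cells or total GFP of 10,000,000 plus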
NOD1 inhibition: inhibition of NOD1-driven NF-kB reporter – cell-based, luminescence, uHTS, primary screen (AID 1578). NOD1-driven NF-kB luciferase reporter cells, luminescence; higher % means a stronger effect. inhibition, % at 4 µM, or EC50 in µM where a hit was titrated. 290,000 tested, 1% active; in the data active = inhibition mostly above about 36%, no sharp cut-off; inactive = mostly below about 34%;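 also: HEK-293T reporter cells stimulated with the NOD1 agonist gamma-tri-DAP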
GPR55 LPI antagonism: GPR55 antagonists blocking LPI-driven arrestin recruitment, primary screen, imaging, U2OS, beta-arrestin-GFP, LPI agonist (AID 2013). U2OS GPR55 beta-arrestin-GFP translocation imaging, LPI antagonism; higher % means a stronger effect. inhibition, % at 10 µM; hits with a dose series show IC50 in µM. 290,000 tested, 0.13% active;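 active = spots per cell inhibited over 60%, with over 100 cells counted and total cytoplasm intensity under 500,000; inconclusive = wells with under 100 cells, flagged as likely toxic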;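 also: U2OS cells stably carrying GPR55 and arrestin-GFP stimulated by 5 µM LPI near EC80; imaged beta-arrestin-GFP aggregate spots per cell after agonist stimulation; plate controls were LPI-stimulated DMSO wells for no effect and DMSO wells without LPI for full effect; some results filed as inactive read as strong as hits; confirmed hits need IC50 under 10 µM and bright autofluorescent wells are also inconclusive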
GPR55 beta-arrestin: GPR55 agonists via beta-arrestin recruitment, primary screen, imaging, U2OS cells, beta-arrestin-GFP redistribution (AID 1961) | 290,000 tested, 0.048% active | activation, % at 10 µM, or EC50 in µM where a hit was titrated | U2OS GPR55 beta-arrestin-GFP redistribution imaging; higher % means a stronger effect;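 active = activation above 40% with more than 50 cells counted in the well; inconclusive = wells holding fewer than 50 cells, flagged as toxic or sparse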;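 also: U2OS osteosarcoma cells stably expressing GPR55 and beta-arrestin-GFP; plate controls were DMSO negative control for no effect and LPI positive control for full effect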
KOR beta-arrestin-2: KOR agonists, beta-arrestin recruitment, primary screen, cell-based, luminescence, uHTS (AID 1777) | one-dose activation, % at 10 µM; EC50 in µM for titrated hits | KOR beta-arrestin recruitment, luminescence; higher % means a stronger effect | 280,000 tested, 0.02% active; in the data active = activation above about 50%, passing the limit was not always enough; also: a part of the inactive calls stands beside numbers as strong as those of hits
West Nile virus CPE: West Nile virus antiviral activity, cell-based, CPE readout (AID 1621). West Nile virus-infected cells, CPE inhibition; higher % means a stronger effect. CPE inhibition, % at 10 µM; hits with a dose series show IC50 in µM. 290,000 tested, 0.02% active; in the data active = a potency from the dose series; inconclusive = CPE inhibition mostly from about 3.7% at the one dose, without a potency; inactive = the rest, 99 in 100 with CPE inhibition below about 2.2%; also: strong numbers were not always called active
Starred values were filed as active, the others as inactive; ? = inconclusive; . = no result given; [ ] = remark or other dose. An excerpt, so the mix of outcomes need not match the whole.

smiles,KOR beta-arrestin-1,Dengue-2 NS5 capping,HIV fusion peptide,GPR35 antagonists,NOD1 inhibition,GPR55 LPI antagonism,GPR55 beta-arrestin,KOR beta-arrestin-2,West Nile virus CPE
O=C(O)c1cccc2c1NC(C(=O)O)C1CC(Sc3ccccc3[N+](=O)[O-])C(Cl)C21 (stereo unspecified),-35%,39µM*,63%*,-2%,14%,18%,-0.2%,-1.9%,-0.5%
CCOc1ccc(N=Cc2c(O)n(-c3cc(C)cc(C)c3)c(=O)[nH]c2=O)cc1,5%,-16%,-1.1%,-6%,-5%,-18%,0.3%,0.2%,0.7%
COc1cc(NC(=O)c2cc3ccccc3cc2O)c(OC)cc1Cl,9%,-7%,-3.5%,-2%,4.2µM*,8%,-0.1%,4.2%,?
CC1=NN(c2ccccc2)C(=O)C1/C=C1/C(=O)NC(=O)N(c2cccc(C)c2)C1=O (stereo unspecified),-13%,.,1.8%,0%,-32%,1%,0.0%,14%,0.3%
NC(=O)c1cn(C2CCCCC2)c2ccccc2c1=O,15%,-1%,-1.7%,1%,-12%,-5%,0.0%,-0.7%,0.1%
CCOP(=O)(OCC)C(O)c1ccc(N(C)C)cc1 (stereo unspecified),-14%,-8%,0.5%,-14%,1%,-5%,0.2%,0.3%,0.3%
C=CCn1c(O)c(C(CC)=Nc2ccccc2NC(C)=O)c(=O)[nH]c1=O,-2%,-6%,2.0%,-4%,-12%,2%,-0.1%,-2.9%,0.2%
CCn1c(O)c(C=NCCc2c[nH]c3ccccc23)c(=O)[nH]c1=O,35%,1%,0.1%,2%,-10%,9%,-0.1%,-1.3%,0.8%
Cc1ccc2c(c1)CC1(CN2C)C(=O)NC(=O)N(CCC2=CCCCC2)C1=O (stereo unspecified),-22%,1%,1.2%,-3%,10%,3%,0.3%,-0.4%,-0.1%
CC(=O)c1cn(CCCOc2ccccc2)c2ccccc12,-19%[20 µM],-6%,-2.2%,6%,46%,-8%,-0.2%,.,-1.5%
CC(C)OP(=O)(O)NC(=O)c1ccccc1,-9%,2%,0.7%,2%,26%,9%,-0.4%,16%,1.1%
O=C(O)C1C2CCC(O2)C1C(=O)NC1CCCCC1 (stereo unspecified),-14%,2%,0.1%,8%,-16%,14%,-0.3%,4.3%,-0.2%
CCC(=NC1CC1)c1c(O)n(-c2ccc(OC)cc2)c(=O)[nH]c1=O,-24%,-3%,1.5%,-9%,-16%,-4%,-0.1%,-0.7%,-0.5%
CCOP(=O)(OCC)C(NC(C)=O)C(Cl)(Cl)Cl (stereo unspecified),0%,4%,2.8%,2%,-11%,-2%,0.2%,4.2%,1.2%
c1ccc(NC2=NCCCS2)cc1,14%,1%,1.8%,6%,-8%,-4%,0.4%,0.5%,0.1%
O=C(c1cc(-c2ccncc2)nc2ccccc12)N1CCC2(CC1)OCCO2,9%,3%,7.0%,16%,-10%,19%,0.0%,1.0%,.
Cc1c2cnn(CC(=O)N3CCC4(CC3)OCCO4)c(=O)c2c(C)n1Cc1ccc(F)cc1,-4%,1%,-1.2%,13%,-12%,4%,-0.1%,6.1%,0.1%
COc1ccc(-n2nc(C(=O)NCC(=O)N3CCC4(CC3)OCCO4)c3ccccc3c2=O)c(OC)c1,-6%,3%,-1.0%,-2%,-50%,0%,0.9%,-2.9%,0.1%
O=C1CC(c2cccnc2)=NN1c1ccccc1,16%,-1%,-1.6%,6%,-41%,6%,-0.1%,-6.5%,-0.5%
CCN1CCN(C(=O)COc2ccc(S(=O)(=O)N3CCOCC3)cc2C)CC1,-13%,-6%,-0.7%,18%,-6%,6%,-0.1%,3.2%,-0.4%
CN1C(=O)CC(c2ccccc2)Nc2ccccc21 (stereo unspecified),-1%,12%,1.3%,0%,-9%,-2%,-0.1%,5.2%,0.1%
O=C1C2CCCN2C(c2cccnc2)N1c1ccc(Cl)c(Cl)c1 (stereo unspecified),-21%,-6%,-0.9%,5%,1%,11%,0.2%,15%,0.2%
COc1ccccc1C1C([N+](=O)[O-])=C(N)Oc2c1c(=O)oc1ccccc21 (stereo unspecified),-28%,2%,2.2%,-6%,-5%,-1%,-0.3%,6.3%,0.0%
COc1ccc(-n2c(Cc3cccc([N+](=O)[O-])c3)nc3ccccc3c2=O)cc1,19%,1%,-1.9%,-2%,-11%,15%,-0.3%,7.2%,-0.8%
C[C@]12CCC(=O)CC1CCC1C2CC[C@]2(C)C(OC(=O)CCC(=O)O)CCC12 (stereo partly specified),-21%,-4%,-0.3%,-4%,-9%,3%,-0.1%,-5.1%,-1.1%
COC(=O)[C@H]1C[C@@H]1[C@H](NP(=O)(c1ccccc1)c1ccccc1)c1ccccc1,-26%,-1%,-2.7%,-4%,43%,7%,-0.3%,2.4%,-0.3%
COc1ccccc1OCCCn1cc(C(=O)c2ccco2)c2ccccc21,30%,-8%,2.6%,-6%,3%,2%,-0.2%,-1.7%,0.4%
N#CCCn1cc(C(=O)NCc2ccccc2)c(-c2ccccc2)n1,-28%[20 µM],-4%,0.3%,-11%,-26%,2%,-0.1%,-1.9%,0.1%
O=c1[nH]c(=O)n(C2CCCCC2)c(O)c1/C=N/N1CCCCC1c1cccnc1 (stereo unspecified),-3%,-5%,-0.5%,4%,-6%,5%,-0.1%,5.1%,-0.3%
O=P(NCc1ccccc1)(Oc1ccccc1)Oc1ccccc1,25%,-12%,-1.6%,1%,-20%,4%,-0.5%,-2.0%,-0.1%

Looked up by structure from above (2):
smiles,KOR beta-arrestin-1,Dengue-2 NS5 capping,HIV fusion peptide,GPR35 antagonists,NOD1 inhibition,GPR55 LPI antagonism,GPR55 beta-arrestin,KOR beta-arrestin-2,West Nile virus CPE
COc1cc(NC(=O)c2cc3ccccc3cc2O)c(OC)cc1Cl,9%,-7%,-3.5%,-2%,4.2µM*,8%,-0.1%,4.2%,?
COc1ccc(-n2nc(C(=O)NCC(=O)N3CCC4(CC3)OCCO4)c3ccccc3c2=O)c(OC)c1,-6%,3%,-1.0%,-2%,-50%,0%,0.9%,-2.9%,0.1%

Further results follow:
smiles,KOR beta-arrestin-1,Dengue-2 NS5 capping,HIV fusion peptide,GPR35 antagonists,NOD1 inhibition,GPR55 LPI antagonism,GPR55 beta-arrestin,KOR beta-arrestin-2,West Nile virus CPE
CCOP(=O)(OCC)C(NC(=O)Cc1ccccc1)C(Cl)(Cl)Cl (stereo unspecified),-23%,-11%,0.7%,12%,-50%,-6%,0.1%,2.1%,-0.5%
COc1ccc(C2NCc3ccc4c(c3-n3cccc32)OCO4)cc1O (stereo unspecified),-87%,.,1.2%,-20%,-27%,-1%,-0.2%,5.6%,0.0%
c1cncc(C2CC(c3cccs3)n3ncnc3N2)c1 (stereo unspecified),1%,-10%,-1.5%,12%,.,16%,0.4%,1.4%,0.0%
CC(C(O)c1ccccc1)N(C)CCn1cnc2c1c(=O)n(C)c(=O)n2C (stereo unspecified),.,-3%,-1.8%,18%,-15%,9%,-0.1%,.,-0.6%
CC(=O)N1CN2CN(C(C)=O)CC(C(=O)c3ccccc3)(C2)C1,-1%,3%,39%,-12%,-2%,6%,-0.1%,-2.4%,0.2%
COc1cc(OC)c(OC)cc1/C=C1/C(=O)NC(=O)N(Cc2ccccc2)C1=O,20%,9%,25%,1%,.,-11%,7.7%,1.2%,0.4%
CCC(=O)c1cn(Cc2ccccc2)c2ccccc12,-10%,-20%,-1.1%,0%,-24%,-8%,-0.1%,-4.3%,-0.8%
CCn1c(O)c(C=NCc2ccccc2)c(=O)[nH]c1=S,-16%,4%,3.5%,-3%,-7%,5%,0.1%,-2.7%,-0.2%
CCCCCCn1c(O)c(C=NC2CCN(Cc3ccccc3)CC2)c(=O)[nH]c1=O,2%,-4%,0.1%,-8%,24%,-10%,0.3%,3.2%,0.0%
C[C@]12CC[C@@H](O)C[C@@H]1CC[C@@H]1[C@@H]2CC[C@]2(C)C(=O)CC[C@@H]12,-20%,-5%,-0.4%,-2%,-12%,-4%,-0.1%,2.5%,-0.1%
O=C1CN=C(c2ccccc2)c2ccccc2N1,15%,-4%,-1.5%,-5%,0%,-1%,0.0%,-1.4%,0.0%
OC(c1ccc(F)cc1)C(c1ccccc1)N1CCOCC1 (stereo unspecified),19%,3%,-0.7%,7%,-23%,-1%,0.0%,-4.9%,0.2%
COc1cc(C(=O)OC2C[C@H]3CC[C@@H](C2)N3C)ccc1O (stereo partly specified),-7%,-1%,0.5%,4%,-8%,0%,0.4%,-3.6%,-0.8%
CCOC(=O)C1(CCc2ccccc2)CCN(CC(O)CO)CC1 (stereo unspecified),20%[20 µM],-8%,-0.6%,5%,9%,9%,0.1%,-1.0%,-0.2%
CCN(CC)c1ccc(/C=C/[N+](=O)[O-])cc1,-217%,?,43%,-3%,-5%,19%,0.3%,-1.1%,-1.1%
COc1ccccc1NC1=NCCS1,-15%,1%,0.5%,6%,-8%,11%,0.2%,2.6%,0.1%
O=c1[nH]c(=O)n(CCC2=CCCCC2)c(O)c1/C=N/Nc1ccccc1,-48%,1%,-2.1%,8%,-6%,40%,0.5%,-4.2%,-0.8%
CCOP(=O)(OCC)C1(O)C(=O)Nc2ccccc21 (stereo unspecified),11%,3%,3.8%,1%,-5%,2%,-0.3%,0.9%,-0.6%
COc1cccc(CN2CC=C(c3ccc(F)cc3)CC2)c1,-20%[20 µM],1%,2.3%,8%,-13%,7%,-0.3%,-1.0%,-0.9%
COc1cccc(C(=O)N2C[C@H]3C[C@@H](C2)c2cccc(=O)n2C3)c1,22%[20 µM],-4%,0.8%,2%,5%,11%,0.3%,-3.6%,-0.6%
CN1c2ccc([N+](=O)[O-])cc2CC2(C(=O)NC(=O)N(c3ccccc3)C2=O)C1c1ccccc1 (stereo unspecified),16%,-1%,6.7%,-10%,0%,13%,0.3%,-2.7%,-1.1%
O=C1NC(=O)N(Cc2ccco2)C(=O)/C1=C/C=C/c1ccco1,-48%,27%,84%*,-2%,.,-10%,-0.1%,2.9%,0.5%
CC12CN3CC(C)(CN(C1)C3c1ccncc1)C2=O (stereo unspecified),-5%,7%,12%,-8%,3%,-4%,0.0%,6.1%,0.2%
CCOC(=O)CN1C(=O)C2(C(C#N)=C(N)Oc3ccccc32)C(C(=O)OC)=C1C (stereo unspecified),-7%,-8%,14%,-3%,4%,8%,-0.1%,1.7%,0.3%
CCOP(=O)(OCC)C(NC(=O)c1ccccc1C)C(Cl)(Cl)Cl (stereo unspecified),20%,2%,-0.5%,-13%,-13%,1%,-0.1%,12%,-0.2%
CNC(=O)Oc1ccc(N(C)C)cc1C(C)C,14%,-6%,0.6%,1%,9%,7%,1.0%,4.0%,0.2%
